# Kir21 inh: inhibitors of mouse Kir2.1 inward-rectifier potassium channel | HEK293-Kir2.1, FluxOR thallium flux fluorescence; active compounds read low | B-score at 10 µM | 310,000 compounds, 0.85% hits | AID 1672, 2009;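 active means fluorescence ratio B-score at or below minus 3 SD of library scores, with starting-brightness B-score within 2 SD, cut at about -4.2 in these data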;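 further: channel flux triggered by added potassium and thallium sulfate stimulus; B-score of peak minus minimum fluorescence over baseline after thallium stimulus; more negative B-score means stronger Kir2.1 block with less thallium influx; some compounds called inactive have numbers as strong as hits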
# Target sequence (P35561 whole entry, looked up): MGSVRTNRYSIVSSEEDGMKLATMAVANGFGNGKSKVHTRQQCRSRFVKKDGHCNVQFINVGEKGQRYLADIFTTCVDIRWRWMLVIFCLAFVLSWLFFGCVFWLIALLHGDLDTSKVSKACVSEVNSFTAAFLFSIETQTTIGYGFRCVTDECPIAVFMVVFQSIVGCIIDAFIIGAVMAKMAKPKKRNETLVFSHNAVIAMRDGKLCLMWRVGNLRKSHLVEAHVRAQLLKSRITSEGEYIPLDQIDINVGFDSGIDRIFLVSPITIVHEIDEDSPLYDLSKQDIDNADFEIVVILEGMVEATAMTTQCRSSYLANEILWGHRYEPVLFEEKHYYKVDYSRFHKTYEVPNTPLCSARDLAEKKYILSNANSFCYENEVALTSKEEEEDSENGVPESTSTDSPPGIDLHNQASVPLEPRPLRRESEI
# CHT inh: inhibitors of human choline transporter CHT; High affinity choline transporter 1 (Homo sapiens), Q9GZV3; CHT-expressing cells, membrane potential dye, choline response; active compounds read low; B-score at 10 µM; 310,000 compounds, 0.86% hits; AID 488975, 2010;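 active means B-score over 3 SD under the library average, and starting fluorescence ratio not unusually high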;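 further: choline stimulus applied at its EC90 after an EC20 pre-addition; B-score computed on integrated fluorescence ratio after choline addition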
# Target sequence (Q9GZV3 whole entry, looked up): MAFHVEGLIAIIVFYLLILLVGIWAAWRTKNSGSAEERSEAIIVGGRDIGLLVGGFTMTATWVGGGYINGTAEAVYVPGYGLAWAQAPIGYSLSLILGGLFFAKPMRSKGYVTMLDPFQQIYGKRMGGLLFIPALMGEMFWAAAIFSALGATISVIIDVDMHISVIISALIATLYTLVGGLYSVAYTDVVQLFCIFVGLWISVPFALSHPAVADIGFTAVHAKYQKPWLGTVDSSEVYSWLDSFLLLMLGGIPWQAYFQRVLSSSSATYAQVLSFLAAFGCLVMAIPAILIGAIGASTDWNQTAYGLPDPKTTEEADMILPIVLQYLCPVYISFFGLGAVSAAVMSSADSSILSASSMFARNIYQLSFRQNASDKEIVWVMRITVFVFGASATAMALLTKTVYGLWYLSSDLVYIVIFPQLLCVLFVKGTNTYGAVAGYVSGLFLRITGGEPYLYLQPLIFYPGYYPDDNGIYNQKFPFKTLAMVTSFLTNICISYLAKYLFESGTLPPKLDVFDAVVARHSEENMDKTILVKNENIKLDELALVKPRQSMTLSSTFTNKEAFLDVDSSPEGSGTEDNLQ
# KCNQ2 inh: KCNQ2 potassium channel inhibitors, primary screen, cell-based, CHO-K1, FluxOR thallium flux, B-score (AID 2156); Potassium voltage-gated channel subfamily KQT member 2 (Rattus norvegicus), O88943; 20 min; active compounds read low; B-score at 10 µM; 310,000 compounds, 1.1% hits;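 active means fluorescence ratio B-score at most minus 3 library SDs, with starting brightness B-score within 2 library SDs, cut at about -5.5 in these data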
# Numbers without * were called inactive; i = inactive; . = not tested or not shown.
Kir21 inh	CHT inh	KCNQ2 inh	compound
-0.2	i	i	CCN(C(=O)COC(=O)c1ccccc1NCCO)C1CCS(=O)(=O)C1 (stereo unspecified)
-0.32	i	i	CCOc1ccc(C2c3[nH]c4ccccc4c3C[C@H]3C(=O)N(C4CC4)CC(=O)N23)cc1OC (stereo partly specified)
-1.64	i	i	Cc1nn(-c2ccccc2)cc1C(c1c(N)[nH]c(=S)[nH]c1=O)c1c(N)[nH]c(=S)[nH]c1=O
-2.07	i	i	O=C(Cc1cccs1)N1CCN=C1SCc1ccc(Br)cc1
-1.05	i	i	CCOC(=O)/C=C1\SCC(=O)N1CC(=O)c1ccc[nH]1
0.02	i	i	Cc1c(C(=O)OCC(=O)N(CCC#N)c2ccccc2)oc2c1ccc1ccccc12
0.07	i	i	Cc1c(CCC(=O)N[C@@H](C)C(=O)O)c(=O)oc2cc3oc4c(c3cc12)CCCC4
0.09	i	i	COc1ccccc1CNC(=O)c1ccc(N2CCOCC2)c([N+](=O)[O-])c1
-1.29	i	i	CCN(CC)c1ccc(/C=N/N=C(c2ccccc2)c2ccccc2)c(O)c1
1.19	i	i	CCCCn1c(-c2ccncc2)nc2c1c(=O)[nH]c(=O)n2CC(C)C
-3.25	i	i	COc1ccc(OC)c(NC(=O)NC2CCCCCCC2)c1
0.44	i	i	O=C(Nc1ccc(N2CCOCC2)cc1N1CCOCC1)c1ccc([N+](=O)[O-])cc1
-0.73	i	i	COc1ccccc1OC(C)C(=O)Nc1ccc2c(c1)n(C)c(=O)n2C (stereo unspecified)
0.03	i	i	O=C1CCCN1CCCNc1ncnc2c1cnn2-c1ccc(Cl)cc1
0.83	i	i	CC(=O)c1sccc1NC(=O)c1ccccc1C(=O)O
1.67	i	i	COc1ccc(-c2ccccc2)cc1NC(=O)c1ccncc1
-0.01	i	i	COc1ccccc1OCCCCN1CCC(C)CC1
-4.23*	i	i	O=C(CN1CCCC1)Nc1ccccc1Sc1ccccc1
1.13	i	i	Cc1cc(NC(=O)COc2coc(CN3CCN(c4ccccc4)CC3)cc2=O)no1
-0.44	i	i	COc1ccc(-c2noc(CCCC(=O)NCc3ccco3)n2)cc1OC
-0.04	-8.2*	i	Oc1c(/C=N/c2ccccn2)sc2ccccc12
-0.36	i	i	CCOc1ccc(C(=O)NCC(=O)NNC(=O)C2COc3ccccc3O2)cc1OCC (stereo unspecified)
1	i	i	COC(=O)C(CCSC)NC(=O)c1cn(-c2ccc(OC)cc2)c(=O)c2ccccc12 (stereo unspecified)
0.1	i	i	CCOC(=O)N1CCC(NC(=O)CSCc2nc(-c3ccccc3Cl)oc2C)CC1
-0.01	i	i	O=C(Cn1cc2c(n1)CCCCC2)NCc1ccccn1
-0.68	i	i	CCOc1ccc(-c2nnn(CC(=O)NCc3ccc(C)cc3)n2)cc1
-0.26	i	i	COCCNc1cc(N)c([N+](=O)[O-])cc1[N+](=O)[O-]
0.05	i	i	Cc1ccc(C)c(NC(=S)N(C)CCO)c1
1.32	i	i	CCn1c2ccccc2c2cc(NC(=O)c3cccc([N+](=O)[O-])c3C)ccc21
-0.82	i	i	C1CCC(Nc2nc3nonc3nc2N2CCSCC2)C1

# Two entries from above, with tabs:
canonical_smiles	Kir21 inh	CHT inh	KCNQ2 inh
COCCNc1cc(N)c([N+](=O)[O-])cc1[N+](=O)[O-]	-0.26	i	i
COC(=O)C(CCSC)NC(=O)c1cn(-c2ccc(OC)cc2)c(=O)c2ccccc12 (stereo unspecified)	1	i	i

# Next part
Kir21 inh	CHT inh	KCNQ2 inh	compound
-0.2	i	i	COc1ccccc1N1CCN(C(=O)CN(C)S(=O)(=O)c2ccc3c(c2)c(=O)n(C)c(=O)n3C)CC1
-1.48	i	i	Cc1sc(-c2ccncc2)nc1OC(=O)c1ccc(F)cc1F
0.11	i	i	S=c1[nH]nc(COc2ccccc2)n1/N=C/C=C/c1ccccc1
-2.31	i	i	CCOc1ccccc1NCc1cc(=O)oc2cc(C)ccc12
1.56	i	i	COc1nc(N/N=C/c2ccc(C)cc2)nc(N2CCCCC2)n1
0.02	i	i	O=C(COC(=O)C1CCN(S(=O)(=O)c2cccs2)CC1)NCc1ccc(F)cc1
0.02	i	i	O=C1CCN(S(=O)(=O)c2ccccc2)C2CCCCC12 (stereo unspecified)
1.47	i	i	Cc1ccc(C(=O)c2c(C)oc3c2C(=O)C(=O)c2ccccc2-3)cc1
1.15	i	i	CC1=CC=CC2=NC(=O)CC(C)(C(=O)N(CC(=O)NC3CCCC3)Cc3ccc(Cl)cc3)N12 (stereo unspecified)
-0.06	i	i	Oc1ccccc1CNc1nccs1
-0.62	i	i	COc1ccc(NS(=O)(=O)c2cccc(C(=O)NCC3(N4CCOCC4)CCCCC3)c2)cc1
-1.04	i	i	COC(=O)CC1C(=O)NCCN1C(=S)Nc1ccccc1 (stereo unspecified)
-0.81	i	i	CC(=O)c1ccccc1OCc1ccc(S(=O)(=O)Cc2ccccc2)cc1
-0.33	i	i	Cc1cccc(C(=O)N2CCC(n3nnc4cc(F)ccc43)CC2)c1
-0.11	i	i	O=C(NCc1cccs1)c1cc(-c2ccccc2)nn1CC1CC(c2cccc([N+](=O)[O-])c2)=NO1 (stereo unspecified)
1.71	i	i	Cc1nc2ccccc2n1/C(=N\S(=O)(=O)c1ccccc1)c1ccccc1
-0.03	i	i	O=[N+]([O-])c1ccc(/C=N/N2CCN(c3ccncc3S(=O)(=O)N3CCCCC3)CC2)cc1
0.17	i	i	COc1ccc(C(=O)C(CCC(CNC(C)(C)C)C(=O)c2ccc(OC)cc2)CNC(C)(C)C)cc1 (stereo unspecified)
1.61	i	i	Cc1ccc(NC(=O)COC(=O)c2cccnc2Cl)cc1S(=O)(=O)N1CCCCC1
0.6	i	i	CCn1c(SCC(=O)NC2CCCCC2)nnc1-c1ccco1
-0.14	i	i	CC(=O)Nc1ccc(S(=O)(=O)NC2(C(F)(F)F)NC(=O)N(c3ccccc3F)C2=O)cc1 (stereo unspecified)
-0.45	i	i	CCCCCn1c(=O)[nH]c2cc(C(=O)NCCN(CC)CC)ccc2c1=O
-0.86	i	i	CCCCn1c(O)c(/C=C/C=C/C=Nc2ccccc2)sc1=S
0.1	i	i	CCOc1ccc(S(=O)(=O)NCCOC)cc1C
0.83	i	i	CC(=O)Nc1ccc2c(c1)ncn2-c1ccccc1
-0.9	i	i	COc1cc2[nH]c(=O)c(C(=O)NCCCN3CCOCC3)c(O)c2cc1OC
-0.61	i	i	COc1ccc(-c2nc(-c3cccs3)no2)cc1
-2.39	i	i	CCCCc1nnc(NC(=O)C(=O)OCC)s1
0.6	i	i	CCOC(=O)C1=C(N)OC2=C(C(=O)CCC2)C1c1sccc1C (stereo unspecified)
1.01	i	i	CCOC(=O)c1[nH]cnc1C(=O)Nc1cccc(OC)c1

# Some values from above:
# Kir21 inh result of CCOC(=O)c1[nH]cnc1C(=O)Nc1cccc(OC)c1 stands at 1.01
# Kir21 inh result of CCCCCn1c(=O)[nH]c2cc(C(=O)NCCN(CC)CC)ccc2c1=O stands at -0.45
# Kir21 inh result of CC(=O)Nc1ccc(S(=O)(=O)NC2(C(F)(F)F)NC(=O)N(c3ccccc3F)C2=O)cc1 (stereo unspecified) stands at -0.14
# Kir21 inh result of CCCCc1nnc(NC(=O)C(=O)OCC)s1 stands at -2.39

# (continued)
Kir21 inh	CHT inh	KCNQ2 inh	compound
-1.47	i	i	COC(=O)c1cc(NC(=O)Cc2coc3cc(OC)ccc23)cc(C(=O)OC)c1
-1.08	i	i	NC(=O)c1nc(C2CCCCC2)nc2c1[nH]c(=O)n2-c1ccc(F)cc1
0.08	i	i	CCOc1ccc(/C=N/NC(=O)c2c(C)n(C)c3ccc(OC)cc23)cc1
1.28	i	i	O=C(NC(=S)Nc1ccccc1N1CCCC1)c1ccco1
-0.04	i	i	Clc1cc2c(c(CSc3nc4ccccc4n4cccc34)c1)OCOC2
-0.43	i	i	COc1ccccc1OCCCCn1c(C(C)O)nc2ccccc21 (stereo unspecified)
-0.09	i	i	O=C(CCCCCn1c(SCC(=O)c2ccccc2)nc2ccccc2c1=O)NCc1ccco1
0.05	i	i	O=C(COC(=O)c1ccccc1NC(=O)c1ccco1)NC1CCS(=O)(=O)C1 (stereo unspecified)
2.16	i	i	COc1nn(-c2ccccc2)c(=O)c(Cl)c1Cl
0.35	i	i	O=C1CCc2cc(NS(=O)(=O)c3ccccc3)cc3c2N1CCC3
-0.86	i	i	COc1ccc(-n2c(=O)c3c4c(sc3n3c(=S)[nH]nc23)COC(C(C)C)C4)cc1 (stereo unspecified)
0.83	i	i	COC(=O)CN(c1cccc(OC)c1)S(C)(=O)=O
-0.69	i	i	CN(C)S(=O)(=O)Oc1cccc(C(=O)Nc2ccc([N+](=O)[O-])cc2)c1
0.11	i	i	COc1ccc(N2CC(C(=O)Nc3ccc(S(=O)(=O)N4CCCCC4)cc3)CC2=O)cc1 (stereo unspecified)
0.88	i	i	Cc1ccc(C(=O)Nn2cnc3ccccc3c2=O)cc1C
-1.27	i	i	CC1CCCCN1CCCn1c(=S)[nH]c2ccccc2c1=O (stereo unspecified)
-0.07	i	i	COc1cc(/C=N/NC(=O)c2ccc3c(c2)OCCO3)cc(Br)c1O
-0.68	i	i	Cc1cnc(NC(=O)C2COc3ccccc3O2)s1 (stereo unspecified)
1.06	i	i	Cc1c(NC(=O)CC(C)C)c(=O)n(-c2ccccc2)n1C
-0.24	i	i	Cc1nn(C)c(Cl)c1CN1CCN(C2CCCCC2)C(CCO)C1 (stereo unspecified)

# Reprinted from the part before: 7 compounds, followed by the next part.
Kir21 inh	CHT inh	KCNQ2 inh	compound
0.11	i	i	COc1ccc(N2CC(C(=O)Nc3ccc(S(=O)(=O)N4CCCCC4)cc3)CC2=O)cc1 (stereo unspecified)
0.88	i	i	Cc1ccc(C(=O)Nn2cnc3ccccc3c2=O)cc1C
-1.27	i	i	CC1CCCCN1CCCn1c(=S)[nH]c2ccccc2c1=O (stereo unspecified)
-0.07	i	i	COc1cc(/C=N/NC(=O)c2ccc3c(c2)OCCO3)cc(Br)c1O
-0.68	i	i	Cc1cnc(NC(=O)C2COc3ccccc3O2)s1 (stereo unspecified)
1.06	i	i	Cc1c(NC(=O)CC(C)C)c(=O)n(-c2ccccc2)n1C
-0.24	i	i	Cc1nn(C)c(Cl)c1CN1CCN(C2CCCCC2)C(CCO)C1 (stereo unspecified)
0.6	i	i	CC(=O)c1ccc(OCC(=O)N(C2CCCCC2)C2CCS(=O)(=O)C2)cc1 (stereo unspecified)
0.23	i	i	COCCNC(=O)CNS(=O)(=O)c1ccc2nc(C)sc2c1
1.65	i	i	Cc1ccc(/C=N/n2c(-c3ccccn3)n[nH]c2=S)o1
-0.06	i	i	CCc1c(C)nc2ncnn2c1NCCc1ccc(OC)cc1
2.24	i	i	O=C(c1cccs1)N1CCN(CCc2ccccc2)CC1
0.01	i	i	Cc1cc(=O)n2[nH]c(COc3ccccc3)nc2n1
1.63	i	i	COC(=O)c1ccc(CN2CCN(Cc3ccc(F)cc3)C(CCO)C2)cc1 (stereo unspecified)
2.49	i	-6.09*	COc1ccc(/C=C2\C(=O)N(Cc3ccc(F)cc3)CC(=O)N2Cc2ccccc2)cc1
0.16	i	i	C=CCC(=O)N(CC)CC1CCCN(CCc2cccc(F)c2)C1 (stereo unspecified)
-1	i	i	COc1ccccc1N(CC(O)CN1C(=O)NC(C)(C)C1=O)S(=O)(=O)c1ccc(C)cc1 (stereo unspecified)
-2.45	i	i	O=C(NNc1c2ccccc2nc2ccccc12)c1cc2ccccc2cc1O
0.24	i	i	COC(=O)Nc1ccc(=O)n(Cc2c(Cl)cccc2Cl)c1
-0.63	i	i	O=C(CSc1nnc(CNC(=O)c2ccccc2F)o1)NCc1ccccc1
-0.79	i	i	Cc1cc(=O)n2c(n1)NC(Nc1cccc(C)c1C)=NC2c1ccccc1 (stereo unspecified)
0.97	i	i	Cn1c(=O)c(C(=O)NCC2CCCO2)c(O)c2ccccc21 (stereo unspecified)
-1.22	i	i	CCC(C)NC(=O)C1CCCN(c2nc(C)cc(OC)n2)C1 (stereo unspecified)
0.56	i	i	COc1cccc(-c2cn3nc4c(nc3n2)CCCC4)c1
-0.07	i	i	Fc1ccc(-c2nc3ccccc3[nH]2)cc1
-0.73	i	i	NCC(c1ccccc1Cl)c1c[nH]c2ccccc12 (stereo unspecified)
-1.03	i	i	N#Cc1cccc(NC(=O)c2ccccc2C(=O)O)c1
0.71	i	i	CCCCn1c(-c2cccc(C)c2)nc2cc3[nH]c(=O)c(C(C)C)nc3cc21
0.5	i	i	O=C(NC(=O)N1CCN(c2ccc([N+](=O)[O-])cn2)CC1)c1c(Cl)cccc1Cl
-0.55	i	i	O=C(Oc1ccc2ccccc2c1Cl)N1CCCC1
-0.54	.	i	O=C(COc1cccc(Cl)c1)Nc1nc(-c2ccc(S(=O)(=O)N3CCOCC3)cc2)cs1
-0.69	i	i	COc1ccc(Cn2c(C3CC3)nc3ccc(NC(=O)c4ccco4)cc3c2=O)cc1
0.54	i	i	Cc1ccc(C(=O)Nc2cccc(C(F)(F)F)c2)cc1NC(=O)c1cnnc2ccccc12
0.21	i	i	CC1=C(C(=O)N2CCOCC2)C(c2cccc(C)c2)NC(=S)N1 (stereo unspecified)
0.02	i	i	COC(=O)c1ccc(C2/C(=C(\O)c3cccc(OC)c3)C(=O)C(=O)N2CCCN2CCOCC2)cc1 (stereo unspecified)
0.77	i	i	CCn1nc(C(=O)OCC(=O)NCCN2C(=O)CSC2=O)c2ccccc2c1=O
-0.23	i	i	COc1ccc2nc(NC(=O)CCNS(=O)(=O)c3ccc4c(c3)oc(=O)n4C)sc2c1
1.76	i	i	CCSc1nnc2c(n1)[nH]c1c(C)cccc12
